Mdm2-MdmX inh – disrupts the human Mdm2-MdmX interaction; inhibition, % at 8 µM; actives 3% (n = 330,000); O15151+Q00987; AID 485346; SaOS-2 split-luciferase Mdm2/MdmX complementation, luminescence;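 active = inhibition of at least 50% at 8 µM in the primary screen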
Target sequence (O15151 whole entry, looked up): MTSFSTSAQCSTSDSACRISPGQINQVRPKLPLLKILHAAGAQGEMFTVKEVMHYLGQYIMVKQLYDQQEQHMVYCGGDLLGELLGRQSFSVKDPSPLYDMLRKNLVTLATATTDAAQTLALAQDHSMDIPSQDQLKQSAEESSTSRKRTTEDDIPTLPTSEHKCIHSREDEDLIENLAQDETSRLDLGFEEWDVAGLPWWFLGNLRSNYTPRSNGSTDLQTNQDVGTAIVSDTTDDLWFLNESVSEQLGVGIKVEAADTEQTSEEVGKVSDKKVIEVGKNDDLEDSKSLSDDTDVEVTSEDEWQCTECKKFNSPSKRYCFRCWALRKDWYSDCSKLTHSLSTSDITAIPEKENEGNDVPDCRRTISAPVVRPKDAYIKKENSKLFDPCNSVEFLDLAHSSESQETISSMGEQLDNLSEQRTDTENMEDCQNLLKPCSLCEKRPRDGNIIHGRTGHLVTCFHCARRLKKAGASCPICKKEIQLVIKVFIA
Target sequence (Q00987 whole entry, looked up): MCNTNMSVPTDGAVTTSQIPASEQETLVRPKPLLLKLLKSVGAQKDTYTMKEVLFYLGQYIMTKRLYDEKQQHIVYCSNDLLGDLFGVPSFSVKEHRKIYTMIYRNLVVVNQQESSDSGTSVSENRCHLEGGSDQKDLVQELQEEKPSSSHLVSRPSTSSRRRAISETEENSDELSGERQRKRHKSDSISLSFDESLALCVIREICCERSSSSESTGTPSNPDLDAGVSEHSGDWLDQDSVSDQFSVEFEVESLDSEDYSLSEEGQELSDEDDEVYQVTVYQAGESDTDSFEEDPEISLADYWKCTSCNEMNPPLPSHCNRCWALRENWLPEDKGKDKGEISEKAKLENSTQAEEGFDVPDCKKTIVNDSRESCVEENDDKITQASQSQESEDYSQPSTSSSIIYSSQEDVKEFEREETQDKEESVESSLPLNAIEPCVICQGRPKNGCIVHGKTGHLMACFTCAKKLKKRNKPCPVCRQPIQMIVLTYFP
UPR XBP1 act – activators of adaptive arm of unfolded protein response (XBP1); AID 463104; activation, % at 20 µM; CHO-XBP1 luciferase reporter, IRE1-XBP1 UPR activation, luminescence; percent of tunicamycin response, DMSO as zero; actives 0.33% (n = 330,000);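 active = versus positive control, 20 µM dose yields 30% or more activation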;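 note: 100% = tunicamycin at 10 µg/mL and 0% = DMSO only wells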
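Assay system: CHO-XBP1 luciferase reporter cells; Schedule: 6 h treatment, 37 °C; Detection: glow luminescence from Steady-Glo reagent; Benchmarks: high control tunicamycin 10 µg/mL final, low control DMSO vehicle only.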
CHOP UPR activ – activators of apoptotic arm of unfolded protein response (CHOP). activation, % at 10 µM. actives 0.34% (n = 330,000). CHO-CHOP luciferase reporter, UPR activation, luminescence; percent of tunicamycin response over DMSO baseline;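 active = at 10 µM dose, activation of 40% or more, normalized to positive control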;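 note: 100% = tunicamycin at 10 µg/mL and 0% = DMSO alone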
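Test system: CHO CHOP reporter cells. Input: 500 CHO-CHOP cells per well. Medium: F12 with 10% FBS. Technique: luciferase luminescence. Measure: percent activation relative to tunicamycin control. Dosing: 10 µM compound, 0.5% DMSO. Timing: 16-18 h cell attachment, then 6 h compound exposure, 37 °C.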
NLRP3 yeast inh – blocks the NALP3 inflammasome reconstituted in yeast; Yeast reconstituted NLRP3/ASC/caspase-1, beta-gal luminescence, 24 h; inhibition, % at 10 µM; actives 0.39% (n = 330,000); AID 2825;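 active = inhibition of 50% or more; inactive = inhibition below 50%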;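 note: plate controls were induced DMSO wells for no effect and uninduced yeast grown without galactose for full effect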
TIM10 inh – inhibits growth of TIM10 yeast strain; actives 1.4% (n = 330,000); inhibition, % at 10 µM; S. cerevisiae TIM10 strain growth, BacTiter-Glo luminescence, 24 h;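 active = inhibition of 40% or more at the single tested concentration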;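 note: wild-type TIM10 isogenic control strain grown at permissive 25 °C; 0% = DMSO yeast wells and 100% = minimal medium wells without yeast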
tim23-1 inh – tim23-1 yeast growth inhibition; actives 1.3% (n = 330,000); inhibition, % at 20 µM; S. cerevisiae tim23-1 growth, BacTiter-Glo luminescence, 24 h; AID 463212;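 active = growth inhibition of the mutant yeast at or above 50%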;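 note: temperature-sensitive mutant grown at 25 °C; plate controls were DMSO-treated mutant yeast for no effect and medium wells lacking yeast for full effect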
GRIN3A LBD mod – modulates the human NR3A ligand-binding domain; actives 2.5% (n = 340,000); Tm shift relative to glycine control, % at 25 µM; NR3A LBD differential scanning fluorimetry, Tm shift; 0% = protein alone, 100% = glycine-bound protein; AID 1259313;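 active = melting temperature shift of at least 10% of the positive control shift, at one fixed dose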
APJ ag – agonists of human APJ apelin receptor; P35414; activation, % at 20 µM; AID 2520; CHO-K1 APJ PathHunter beta-arrestin, luminescence; 0% DMSO wells, 100% apelin; actives 0.11% (n = 330,000);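 active = activation more than six SD over the plate average, tested at 20 µM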;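 note: 0% = DMSO alone and 100% = apelin-13 at 10 nM; some results filed as inactive read as strong as hits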
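Test system: CHO-K1 APJ beta-arrestin complementation cell line. Amount: cell density 1000 per well. Controls: DMSO negative, 10 nM Apelin-13 positive. Signal: luminescent beta-gal fragment complementation, chemiluminescent substrate. Read-out basis: agonist-driven arrestin binding to APJ. Timing: compound stimulation 90 min at 25 °C, detection 60 min.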
tim10-1 inh – growth inhibitors of tim10-1 mutant yeast; actives 2.2% (n = 330,000); S. cerevisiae tim10-1 ts strain growth, BacTiter-Glo, 24 h; inhibition, % at 20 µM;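 active = inhibition of at least 40%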;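 note: mutant grown at 25 °C; 0% = DMSO wells with yeast and 100% = wells holding no yeast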
An asterisk follows results filed as active.

Start of the listing, in advance (4 entries):
What do the screens show for `COc1cccc(C(C(=O)NC(C)(C)C)N(Cc2ccc(C)cc2)C(=O)CCC(=O)Nc2cc(C)on2)c1OC` (stereo not given)?
Mdm2-MdmX inh: -3; UPR XBP1 act: -2; CHOP UPR activ: -0.7; NLRP3 yeast inh: 12; TIM10 inh: 0; tim23-1 inh: 20; GRIN3A LBD mod: -1; APJ ag: -1; tim10-1 inh: 3

Results for O=C(Nc1cccc(Cl)c1)N1CCN(c2ncccn2)CC1 ?
Mdm2-MdmX inh: 9; UPR XBP1 act: 3; CHOP UPR activ: 1.5; NLRP3 yeast inh: 19; TIM10 inh: 16; tim23-1 inh: 25; GRIN3A LBD mod: -1; APJ ag: -1; tim10-1 inh: 1

How did Cc1cc(NC(=O)C2CCCCC2)ccc1NC(=O)c1ccccc1Cl do in these assays?
Mdm2-MdmX inh: 22; UPR XBP1 act: 0; CHOP UPR activ: 1.4; NLRP3 yeast inh: -2; TIM10 inh: 8; tim23-1 inh: 4; GRIN3A LBD mod: 0; APJ ag: -1; tim10-1 inh: 10

What do the screens show for `COc1ccccc1CNC(=O)CCNC(=O)N1CC(=O)Nc2ccccc21`?
Mdm2-MdmX inh: 9; UPR XBP1 act: -2; CHOP UPR activ: -0.5; NLRP3 yeast inh: 0; TIM10 inh: -6; tim23-1 inh: -7; GRIN3A LBD mod: -2; APJ ag: -1; tim10-1 inh: -3

This part in full, repeating the preview:
What do the screens show for `COc1cccc(C(C(=O)NC(C)(C)C)N(Cc2ccc(C)cc2)C(=O)CCC(=O)Nc2cc(C)on2)c1OC` (stereo not given)?
Mdm2-MdmX inh: -3; UPR XBP1 act: -2; CHOP UPR activ: -0.7; NLRP3 yeast inh: 12; TIM10 inh: 0; tim23-1 inh: 20; GRIN3A LBD mod: -1; APJ ag: -1; tim10-1 inh: 3

Results for O=C(Nc1cccc(Cl)c1)N1CCN(c2ncccn2)CC1 ?
Mdm2-MdmX inh: 9; UPR XBP1 act: 3; CHOP UPR activ: 1.5; NLRP3 yeast inh: 19; TIM10 inh: 16; tim23-1 inh: 25; GRIN3A LBD mod: -1; APJ ag: -1; tim10-1 inh: 1

How did Cc1cc(NC(=O)C2CCCCC2)ccc1NC(=O)c1ccccc1Cl do in these assays?
Mdm2-MdmX inh: 22; UPR XBP1 act: 0; CHOP UPR activ: 1.4; NLRP3 yeast inh: -2; TIM10 inh: 8; tim23-1 inh: 4; GRIN3A LBD mod: 0; APJ ag: -1; tim10-1 inh: 10

What do the screens show for `COc1ccccc1CNC(=O)CCNC(=O)N1CC(=O)Nc2ccccc21`?
Mdm2-MdmX inh: 9; UPR XBP1 act: -2; CHOP UPR activ: -0.5; NLRP3 yeast inh: 0; TIM10 inh: -6; tim23-1 inh: -7; GRIN3A LBD mod: -2; APJ ag: -1; tim10-1 inh: -3

What do the screens show for `CC(Oc1ccccc1F)c1nnc(SCC(=O)Nc2ccc(N3CCOCC3)cc2)o1` (stereo not given)?
Mdm2-MdmX inh: 26; UPR XBP1 act: -1; CHOP UPR activ: -1.2; NLRP3 yeast inh: 12; TIM10 inh: -3; tim23-1 inh: 5; GRIN3A LBD mod: 0; APJ ag: -5; tim10-1 inh: 0

How did CCN(CC)CCOC(=O)c1ccc(N/C=C(/C#N)c2nc(-c3cccc(OC)c3)cs2)cc1 do in these assays?
Mdm2-MdmX inh: 61*; UPR XBP1 act: -1; CHOP UPR activ: 1.6; NLRP3 yeast inh: 22; TIM10 inh: 12; tim23-1 inh: 11; GRIN3A LBD mod: 1; APJ ag: 4; tim10-1 inh: 5

Results for COCCCNC(=O)CS(=O)Cc1nc(-c2ccccc2C)oc1C (stereo not given) ?
Mdm2-MdmX inh: 7; UPR XBP1 act: -3; CHOP UPR activ: 1.7; NLRP3 yeast inh: 11; TIM10 inh: 7; tim23-1 inh: 0; GRIN3A LBD mod: 2; APJ ag: -3; tim10-1 inh: 13

What do the screens show for `O=C(CN(c1ccccc1)S(=O)(=O)c1ccccc1)N1CCN(Cc2ccc3c(c2)OCO3)CC1`?
Mdm2-MdmX inh: -15; UPR XBP1 act: -5; CHOP UPR activ: -1.4; NLRP3 yeast inh: 15; TIM10 inh: 14; tim23-1 inh: 6; GRIN3A LBD mod: 0; APJ ag: -1; tim10-1 inh: 10

How did O=c1cc(-c2ccccc2)nc(Cc2c(Cl)cccc2Cl)[nH]1 do in these assays?
Mdm2-MdmX inh: -11; UPR XBP1 act: -7; CHOP UPR activ: 1.2; NLRP3 yeast inh: -2; TIM10 inh: 2; tim23-1 inh: -3; GRIN3A LBD mod: -1; APJ ag: -1; tim10-1 inh: -37

Results for CN(C)C(=O)C(=O)c1cccn1-c1cccc(Cl)c1C#N ?
Mdm2-MdmX inh: -2; UPR XBP1 act: -3; CHOP UPR activ: -0.5; NLRP3 yeast inh: 21; TIM10 inh: 1; tim23-1 inh: 7; GRIN3A LBD mod: 0; APJ ag: -3; tim10-1 inh: 8

What do the screens show for `COc1ccc(N(C(=O)CNC(=O)c2ccco2)C(C(=O)NCC2CCCO2)c2ccccc2)c(OC)c1` (stereo not given)?
Mdm2-MdmX inh: 9; UPR XBP1 act: -3; CHOP UPR activ: -1.8; NLRP3 yeast inh: 9; TIM10 inh: 1; tim23-1 inh: 15; GRIN3A LBD mod: -2; APJ ag: -3; tim10-1 inh: 16

What do the screens show for `Cc1[nH]c(=S)c(C#N)c(C)c1Cc1ccc(Cl)cc1Cl`?
Mdm2-MdmX inh: 11; UPR XBP1 act: -1; CHOP UPR activ: 0.4; NLRP3 yeast inh: 18; TIM10 inh: 20; tim23-1 inh: -8; GRIN3A LBD mod: -3; APJ ag: -1; tim10-1 inh: 7

Results for CCOC(=O)c1cc(N)cc([N+](=O)[O-])c1 ?
Mdm2-MdmX inh: 3; UPR XBP1 act: 0; CHOP UPR activ: 3.6; NLRP3 yeast inh: 6; TIM10 inh: 3; tim23-1 inh: 6; GRIN3A LBD mod: 2; APJ ag: 1; tim10-1 inh: -2

Results for CCOC(=O)CSCC(=O)N1N=C(c2cccs2)CC1c1ccc(F)cc1 (stereo not given) ?
Mdm2-MdmX inh: 1; UPR XBP1 act: -2; CHOP UPR activ: -2.4; NLRP3 yeast inh: 6; TIM10 inh: 41*; tim23-1 inh: 42; GRIN3A LBD mod: 1; APJ ag: -3; tim10-1 inh: 47*

What do the screens show for `CCO[C@H]1OC(C(N)=O)=C[C@@H](C2CCCCC2)[C@@H]1CCCO`?
Mdm2-MdmX inh: -1; UPR XBP1 act: -1; CHOP UPR activ: -0.5; NLRP3 yeast inh: 10; TIM10 inh: 2; tim23-1 inh: 10; GRIN3A LBD mod: 1; APJ ag: 2; tim10-1 inh: -17

What do the screens show for `CC(=O)Nc1cc2ccccc2oc1=O`?
Mdm2-MdmX inh: 14; UPR XBP1 act: -1; CHOP UPR activ: -0.3; NLRP3 yeast inh: 9; TIM10 inh: 6; tim23-1 inh: 7; GRIN3A LBD mod: -1; APJ ag: -3; tim10-1 inh: 3

What do the screens show for `COc1ccc(C(=O)COC(=O)c2cccnc2Cl)c(OC)c1`?
Mdm2-MdmX inh: 3; UPR XBP1 act: 1; CHOP UPR activ: 3.0; NLRP3 yeast inh: 23; TIM10 inh: 10; tim23-1 inh: 7; GRIN3A LBD mod: 1; APJ ag: -5; tim10-1 inh: -2

Results for CS(=O)(=O)Nc1ccc(S(=O)(=O)Nc2nccs2)cc1 ?
Mdm2-MdmX inh: 8; UPR XBP1 act: -3; CHOP UPR activ: -2.5; NLRP3 yeast inh: 17; TIM10 inh: -2; tim23-1 inh: 13; GRIN3A LBD mod: 1; APJ ag: 1; tim10-1 inh: 6

Results for O=C(NC1CCCCCC1)c1c2c(nc3ccccc13)CCN(Cc1ccccc1)C2 ?
Mdm2-MdmX inh: 6; UPR XBP1 act: 0; CHOP UPR activ: -1.2; NLRP3 yeast inh: 17; TIM10 inh: 21; tim23-1 inh: 17; GRIN3A LBD mod: -5; APJ ag: -1; tim10-1 inh: 14

What do the screens show for `O=C(CN1CCc2ccccc21)NC(=O)NCc1ccco1`?
Mdm2-MdmX inh: 16; UPR XBP1 act: 0; CHOP UPR activ: 0.6; NLRP3 yeast inh: 5; TIM10 inh: 12; tim23-1 inh: 5; GRIN3A LBD mod: 0; APJ ag: -6; tim10-1 inh: 8

Results for COc1ccc(NC(=O)CSc2nc(O)cc(=O)n2-c2ccccc2)cc1 ?
Mdm2-MdmX inh: 7; UPR XBP1 act: 0; CHOP UPR activ: 1.2; NLRP3 yeast inh: 6; TIM10 inh: 13; tim23-1 inh: 6; GRIN3A LBD mod: -1; APJ ag: 3; tim10-1 inh: 2

How did Oc1oc(-c2ccccc2Br)nc1/C=N/c1ccccn1 do in these assays?
Mdm2-MdmX inh: -18; UPR XBP1 act: 0; CHOP UPR activ: -0.2; NLRP3 yeast inh: 14; TIM10 inh: 20; tim23-1 inh: -16; GRIN3A LBD mod: -2; APJ ag: -1; tim10-1 inh: 7

What do the screens show for `CN1CCN(/C=N/c2c(C#N)cnn2Cc2ccccc2)CC1`?
Mdm2-MdmX inh: -11; UPR XBP1 act: -2; CHOP UPR activ: -2.0; NLRP3 yeast inh: -10; TIM10 inh: 8; tim23-1 inh: 7; GRIN3A LBD mod: 0; APJ ag: -2; tim10-1 inh: 20

How did O=C(CSc1nnc(-c2ccncc2)n1-c1ccc(Cl)cc1)N1CCOCC1 do in these assays?
Mdm2-MdmX inh: 36; UPR XBP1 act: 3; CHOP UPR activ: -1.0; NLRP3 yeast inh: 11; TIM10 inh: 13; tim23-1 inh: 15; GRIN3A LBD mod: 0; APJ ag: -3; tim10-1 inh: 14

How did Cc1ccc(S(=O)(=O)N(CC#N)CC#N)cc1 do in these assays?
Mdm2-MdmX inh: 12; UPR XBP1 act: -1; CHOP UPR activ: 0.5; NLRP3 yeast inh: 29; TIM10 inh: -5; tim23-1 inh: 4; GRIN3A LBD mod: 0; APJ ag: -3; tim10-1 inh: -2

How did Cc1cc(O)c(C=Nc2ccc(Cl)cn2)c(=O)o1 do in these assays?
Mdm2-MdmX inh: 29; UPR XBP1 act: -1; CHOP UPR activ: -0.3; NLRP3 yeast inh: 1; TIM10 inh: -3; tim23-1 inh: -6; GRIN3A LBD mod: 1; APJ ag: 0; tim10-1 inh: 17

Results for Cc1cccc(NC(=O)CSc2nnc(CCC(=O)Nc3ccc(C)c(Cl)c3)n2C)c1 ?
Mdm2-MdmX inh: 11; UPR XBP1 act: -2; CHOP UPR activ: -2.8; NLRP3 yeast inh: 14; TIM10 inh: -12; tim23-1 inh: 2; GRIN3A LBD mod: -1; APJ ag: -4; tim10-1 inh: -13

How did COC(=O)c1nn(-c2ccccc2)c(Sc2ccc(OC)cc2)c1/C=N/O do in these assays?
Mdm2-MdmX inh: 8; UPR XBP1 act: -4; CHOP UPR activ: -1.0; NLRP3 yeast inh: 9; TIM10 inh: 11; tim23-1 inh: 16; GRIN3A LBD mod: 0; APJ ag: -4; tim10-1 inh: 18

Bioassay records (PubChem)
